RAD54 branch: blocks human RAD54 Holliday junction branch migration; FAM/BHQ fluorescence; Q92698; hit rate 0.14% among 360,000; inhibition, % at 10.4 µM; AID 602329;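 active = mean normalized replicate activity at least 40 and at least half of replicates scoring 40 or more; inconclusive = only one of the two criteria met; inactive = mean below 40 and under half of replicates reaching 40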;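 also: 0% = median of neutral control wells and 100% = median of positive control wells; inhibitors cause a drop in the FAM fluorescence signal; in these data hits start at about 50%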
GSIS activator: primary screen for activators of insulin secretion dependent on glucose, INS-1E cells, GLuc reporter luminescence; INS-1E GLuc reporter insulin secretion, 2-3 h; activation, % at 16.6 µM; hit rate 0.61% among 370,000; AID 743287;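 active = lowest replicate activation of at least 40%, so every replicate reaches that level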;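 also: 0% = median of neutral control wells and 100% = median of IBMX positive control wells; some compounds called inactive have numbers as strong as hits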
ERAP1 inh: inhibitors of human ERAP1 aminopeptidase; Q9NZ08; recombinant ERAP1, Leu-AMC fluorescence, 60 min; inhibition, % at 10.7 µM; hit rate 0.15% among 340,000; AID 652197;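 active = mean replicate inhibition of at least 30%, or all replicates individually reaching that 30% level; inactive = mean below 30% and not every replicate reaching it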;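 also: 0% = neutral control wells and 100% = L-leucinethiol positive control wells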
RAD52 anneal inh: blocks human RAD52 DNA annealing | AID 651710 | inhibition, % at 18.7 µM | hit rate 0.46% among 360,000 | P43351 | recombinant RAD52 DNA annealing, FRET fluorescence;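 active = every replicate showing at least 50% inhibition; inconclusive = mean inhibition at least 50% but not in every replicate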
Target sequence (P43351 whole entry, looked up): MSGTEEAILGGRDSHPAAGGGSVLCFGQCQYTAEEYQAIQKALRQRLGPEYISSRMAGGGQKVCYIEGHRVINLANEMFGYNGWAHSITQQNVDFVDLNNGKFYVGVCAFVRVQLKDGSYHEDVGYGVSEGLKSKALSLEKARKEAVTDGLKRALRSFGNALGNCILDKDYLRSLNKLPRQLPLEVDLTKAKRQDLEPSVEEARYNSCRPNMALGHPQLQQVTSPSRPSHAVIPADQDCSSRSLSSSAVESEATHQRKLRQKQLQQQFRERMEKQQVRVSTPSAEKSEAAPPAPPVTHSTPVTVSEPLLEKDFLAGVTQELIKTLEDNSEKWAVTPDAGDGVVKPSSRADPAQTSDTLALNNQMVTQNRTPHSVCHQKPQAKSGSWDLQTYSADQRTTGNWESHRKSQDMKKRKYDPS
esBAF inh: inhibitors of esBAF chromatin remodeling in mouse ES cells; Bmi1-luciferase knock-in reporter, 24 h; 100% = twice the neutral-well signal; reporter increase, % at 12.5 µM; hit rate 2% among 350,000; in the data active = activation above about 40%; inconclusive = no clear call, values can overlap the other calls;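 also: 0% = median of the plate's neutral control wells and 100% = double that signal; a rise in the Bmi1 reporter signal indicates esBAF inhibition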
XiGFP reactiv: activators of X-chromosome reactivation in mouse fibroblasts; activation, % at 7.58 µM; hit rate 0.055% among 360,000; AID 743238; XiGFP mouse fibroblasts, % GFP-positive cells imaging, 3 d; cells co-treated with 5-aza-dC sensitizer; scaled so ellipticine positive control = 100%;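 active = mean normalized replicate activation at least 10% and every replicate at or above 10%; inconclusive = only one of the two criteria met; inactive = mean below 10% and not all replicates reach 10%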;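 also: 0% = median of on-plate neutral control wells and 100% = ellipticine 6 µM median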
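System: XiGFP fibroblasts, SV40-immortalized. Medium: DMEM plus 5-aza-dC sensitizer. Doses: single point. Timing: 3 d treatment, 15 min room-temperature fixation. Control set: ellipticine 6 µM.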
ARNT-TACC3 inh: disruptors of human ARNT/TACC3 interaction. AlphaScreen His-ARNT PAS-B/GST-TACC3 binding, luminescence; TACC3 fragment carries E629A point mutation. inhibition, % at 9.99 µM. hit rate 0.66% among 390,000. AID 623870;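 active = mean inhibition of replicates at least 50% and at least half of replicates each reaching 50%; inconclusive = half or more replicates reach 50% but mean below 50%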;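 also: 0% = complete ARNT plus TACC3 wells and 100% = ARNT alone without TACC3; many hits fall short of the cut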
F508del corr: CFTR F508del correction in bronchial cells. CFBE cells, YFP halide quenching; stimulated with forskolin plus potentiator P3; % fluorescence drop versus neutral controls. activity (quench increase), % at 7.58 µM. hit rate 0.36% among 350,000. AID 720511;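 active = mean added fluorescence quench of at least 8% versus neutral control, with both replicates also reaching 8%; inconclusive = only one of the mean or replicate conditions met; inactive = mean below 8% and not both replicates reaching 8%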;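 also: cells transiently co-express mutant CFTR-F508del with the halide-sensitive YFP; corrector assay measuring rescue of mutant channel to the surface after 24 h compound exposure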
Starred values were filed as active, the others as inactive; & = joins results of further samples. Compounds as they come; any-hit rate near 3.3%.

For C[C@H](CO)N1C[C@H](C)[C@@H](CN(C)S(=O)(=O)c2cccs2)Oc2c(NC(=O)C3CCOCC3)cccc2C1=O the results were RAD54 branch -6, GSIS activator 28, ERAP1 inh 5, RAD52 anneal inh -7, esBAF inh 0, XiGFP reactiv -1.2, ARNT-TACC3 inh -6 and F508del corr 2.7.
C[C@@H]1CN([C@@H](C)CO)C(=O)c2cc(NC(=O)CCC(F)(F)F)ccc2O[C@@H](C)CCCCO[C@@H]1CN(C)S(=O)(=O)c1ccc(Cl)cc1 was read as RAD54 branch 0, GSIS activator -13, ERAP1 inh 4, RAD52 anneal inh 16, esBAF inh -2, XiGFP reactiv 0.3, ARNT-TACC3 inh 5 and F508del corr 3.5.
Screening CCOC(=O)C[C@H]1c2cc(F)ccc2S(=O)(=O)N1C1CCCC1 returned RAD54 branch -3, GSIS activator -5, ERAP1 inh -4, RAD52 anneal inh 7, esBAF inh -10, XiGFP reactiv 0.0, ARNT-TACC3 inh -2 and F508del corr 1.6.
For O=C(CCNC(=O)c1ccco1)Nc1nc2ccccc2s1 the results were RAD54 branch -2, GSIS activator 4, ERAP1 inh -2, RAD52 anneal inh -11, esBAF inh 37, XiGFP reactiv -0.1, ARNT-TACC3 inh -2 and F508del corr -1.1.
For Cc1cc(C)n(-c2nnc(C)n2NS(=O)(=O)c2ccc(F)cc2)n1 the results were RAD54 branch 7, GSIS activator -2, ERAP1 inh 10, RAD52 anneal inh 10, esBAF inh -3, ARNT-TACC3 inh 5 and F508del corr 2.3.
`COc1ccc(NC(=S)NC23CC4CC(CC(C4)C2)C3)cc1OC` gave RAD54 branch 3, GSIS activator -20, ERAP1 inh -3, RAD52 anneal inh -11, esBAF inh -10, XiGFP reactiv -0.2, ARNT-TACC3 inh -20 and F508del corr -2.4.
CN(C)S(=O)(=O)c1ccc(NC(=S)NC(=O)c2ccc(Br)o2)cc1 was read as GSIS activator -4, ERAP1 inh 1, RAD52 anneal inh -18, XiGFP reactiv 0.2 and F508del corr -0.9.
For C=CCn1c(SCC(=O)NCc2ccc3c(c2)OCO3)nc2scc(-c3ccc(F)cc3)c2c1=O the results were RAD54 branch 8, GSIS activator 112*, esBAF inh -4 and ARNT-TACC3 inh -8.
CC(C)CN(CC(C)C)C(=O)Nc1ccccc1F was read as GSIS activator -4, ERAP1 inh 7, RAD52 anneal inh -6, XiGFP reactiv 0.4, ARNT-TACC3 inh -4 and F508del corr -1.1.
For Cc1ccc(C(=O)NCC(=O)OCc2c(F)cccc2Cl)s1 the results were RAD54 branch -7, GSIS activator 8, ERAP1 inh 0, RAD52 anneal inh -6, esBAF inh inconclusive, XiGFP reactiv -0.1 and F508del corr 4.5.
C[C@@H]1CN([C@H](C)CO)C(=O)c2cc(NC(=O)Nc3ccc(F)cc3)ccc2O[C@@H](C)CCCCO[C@H]1CN(C)C(=O)C1CCCCC1 was read as RAD54 branch -9, GSIS activator -18, ERAP1 inh 0, RAD52 anneal inh 0, esBAF inh 0, XiGFP reactiv -0.1, ARNT-TACC3 inh -2 and F508del corr -0.2.
`O=C1CC(NS(=O)(=O)c2cccs2)CN1c1ccc(F)cc1` (stereo not given) gave GSIS activator 9, ERAP1 inh 3, RAD52 anneal inh -2, esBAF inh 47*, XiGFP reactiv -0.1, ARNT-TACC3 inh 1 and F508del corr -1.8.
Screening CCS(=O)(=O)N1C[C@@H](C)[C@H](OC)CN(C)C(=O)c2ccc(NC(=O)Nc3ccccc3Cl)cc2OC[C@H]1C returned GSIS activator -1, ERAP1 inh -2, RAD52 anneal inh -9, XiGFP reactiv 0.4 and F508del corr 0.6.
`CC(C)N1CCN(Cc2cnc(N3CCCC3)s2)CC1CCO` (stereo not given) gave GSIS activator 12, ERAP1 inh 13, RAD52 anneal inh -11, XiGFP reactiv 0.2, ARNT-TACC3 inh -2 and F508del corr 0.7.
Screening Cc1ccc(-c2nc3ncccc3n2O)cc1 returned RAD54 branch 1, GSIS activator -6, ERAP1 inh -1, RAD52 anneal inh -1, esBAF inh 17, XiGFP reactiv 0.2, ARNT-TACC3 inh 4 and F508del corr -2.4.
`Cc1cc(C)c(CN2CCN(C(=O)Cn3cnc(C(=O)Nc4ccc(C)c(C)c4)n3)CC2)c(C)c1` gave RAD54 branch 1, GSIS activator 2, ERAP1 inh 1, RAD52 anneal inh -5, esBAF inh -1, XiGFP reactiv 0.0, ARNT-TACC3 inh 35 and F508del corr -7.0.
For O=c1ccnc(Nc2ccc([N+](=O)[O-])cc2)[nH]1 the results were GSIS activator -12, ERAP1 inh 0, RAD52 anneal inh -13, XiGFP reactiv 0.0, ARNT-TACC3 inh 3 and F508del corr 1.3.
For Cc1noc(C)c1NC(=O)N[C@H]1C=C[C@@H](CC(=O)N2CCCCC2)O[C@@H]1CO the results were RAD54 branch 0, GSIS activator 8, ERAP1 inh -2, RAD52 anneal inh 4, esBAF inh -3, XiGFP reactiv -0.1, ARNT-TACC3 inh -4 and F508del corr -0.3.
CC(=O)OCc1ccc(C2=CC(=O)CC(C)(C)C2=O)cc1 was read as RAD54 branch 7, ERAP1 inh -1, RAD52 anneal inh 10, esBAF inh 2, XiGFP reactiv 0.2 and F508del corr -4.3.
CCCCNC(=S)NCc1ccc2c(c1)cc(C)n2C was read as RAD54 branch -7, GSIS activator -17, ERAP1 inh 4, RAD52 anneal inh -5, esBAF inh 2, XiGFP reactiv -0.1, ARNT-TACC3 inh 5 and F508del corr -0.7.
Screening C[C@H](CO)N1C[C@H](C)[C@H](CN(C)Cc2ccccc2)Oc2ccc(NC(=O)Cc3cn(C)c4ccccc34)cc2CC1=O returned RAD54 branch -3, GSIS activator -13, ERAP1 inh 2, RAD52 anneal inh 10, esBAF inh 6, XiGFP reactiv 0.0, ARNT-TACC3 inh 4 and F508del corr 2.5.
COc1cc2c(cc1OC)C(c1ccccc1)NCC2 (stereo not given) was read as RAD54 branch 6, GSIS activator 6, ERAP1 inh 0, RAD52 anneal inh -10, esBAF inh -1, XiGFP reactiv 0.3, ARNT-TACC3 inh -7 and F508del corr -4.0.
For Cc1cccc(-n2c(O)c(C=Nc3c(C)n(C)n(-c4ccccc4)c3=O)c3ccccc3c2=O)n1 the results were RAD54 branch 4&3, GSIS activator 10, ERAP1 inh -2, RAD52 anneal inh -82, esBAF inh -1&-12, XiGFP reactiv 0.0, ARNT-TACC3 inh -7&-13 and F508del corr 0.7.
Screening COc1ccccc1C(=O)NNC(=O)C(=O)NCc1ccccc1 returned RAD54 branch 1, GSIS activator -13, ERAP1 inh -1, RAD52 anneal inh 0, esBAF inh -4, XiGFP reactiv -0.1, ARNT-TACC3 inh -1 and F508del corr -0.9.
CC(=O)OC[C@@H]1CN(Cc2cccc(C(F)(F)F)c2)C[C@H](n2cnc3c(N4CCOCC4)ncnc32)O1 was read as RAD54 branch -2, GSIS activator -10, ERAP1 inh 0, RAD52 anneal inh -15, esBAF inh -6, XiGFP reactiv 0.0 and F508del corr 1.5.
For O=C(c1ccccn1)N1C[C@@H]2[C@H](c3ccccc31)[C@H](CO)N2C(=O)C1CCCC1 the results were RAD54 branch -11, GSIS activator 8, ERAP1 inh -1, RAD52 anneal inh -4, esBAF inh -6, XiGFP reactiv 0.1, ARNT-TACC3 inh 8 and F508del corr -0.2.
CCCN(C)C[C@@H]1Oc2ncc(C#CCC(C)C)cc2C(=O)N([C@@H](C)CO)C[C@H]1C was read as RAD54 branch 0, GSIS activator -8, ERAP1 inh 1, RAD52 anneal inh -13, esBAF inh -4, XiGFP reactiv -0.6, ARNT-TACC3 inh 37* and F508del corr 2.6.
For C[C@H]1CN([C@@H](C)CO)S(=O)(=O)c2ccc(-c3ccc(C(=O)N(C)C)cc3)cc2O[C@H]1CN(C)C(=O)C1CCCCC1 the results were RAD54 branch 8, GSIS activator -1, ERAP1 inh -2, RAD52 anneal inh -12, esBAF inh 3, XiGFP reactiv 0.5, ARNT-TACC3 inh 2 and F508del corr -2.0.
Screening O=C(Nc1ccccc1)c1cn(CCBr)cn1 returned RAD54 branch -20, GSIS activator -18, RAD52 anneal inh -17, esBAF inh 4, XiGFP reactiv -0.1, ARNT-TACC3 inh 2 and F508del corr -0.6.
Screening C/C=C/c1ccc([C@H]2[C@@H](CNC(=O)c3ccncc3)N(C(=O)CC)[C@H]2CO)cc1 returned RAD54 branch 0, GSIS activator 8, ERAP1 inh -1, RAD52 anneal inh -34, esBAF inh 2, XiGFP reactiv 0.5, ARNT-TACC3 inh 10 and F508del corr -1.0.
CC(=O)Oc1ccc(C(=O)Nc2cccc(-c3nnc(-c4ccco4)o3)c2)cc1 was read as RAD54 branch -4, GSIS activator 9, ERAP1 inh 8, RAD52 anneal inh -7, esBAF inh 8, XiGFP reactiv -0.1, ARNT-TACC3 inh -6 and F508del corr 2.2.
CCSCc1nnc(SCC(=O)Nc2ccc(OC)cc2)n1C was read as GSIS activator 8, ERAP1 inh 22, RAD52 anneal inh -6, XiGFP reactiv -0.1, ARNT-TACC3 inh -9 and F508del corr 1.1.
Screening Cc1noc(C)c1S(=O)(=O)Nc1ccc2c(c1)C(=O)N([C@H](C)CO)C[C@H](C)[C@H](CN(C)Cc1ccc(C(=O)O)cc1)OCCCC[C@@H](C)O2 returned RAD54 branch 2, GSIS activator 9, ERAP1 inh -3, RAD52 anneal inh 16, esBAF inh -7, XiGFP reactiv -0.2, ARNT-TACC3 inh 25 and F508del corr 0.1.
COc1ccccc1C(CNC(=O)c1cccc(NS(=O)(=O)c2ccc(Br)cc2)c1)N(C)C (stereo not given) was read as RAD54 branch 3, GSIS activator -40, ERAP1 inh 1, RAD52 anneal inh 0, esBAF inh -6, XiGFP reactiv 0.3 and F508del corr -0.6.
For C[C@@H]1CN([C@H](C)CO)C(=O)Cc2cc(NC(=O)CCCCCC(=O)Nc3ccccc3N)ccc2O[C@H]1CN(C)C(=O)Nc1ccc(C(F)(F)F)cc1 the results were RAD54 branch -7, GSIS activator -8, esBAF inh 7, XiGFP reactiv -0.4, ARNT-TACC3 inh 0 and F508del corr 1.4.
Screening CC(C)c1ccc(OCc2ccc(C(=O)O)o2)cc1 returned RAD54 branch -1, GSIS activator 12, ERAP1 inh 0, RAD52 anneal inh -6, esBAF inh inconclusive, XiGFP reactiv -0.6, ARNT-TACC3 inh -3 and F508del corr 0.9.
Screening O=C(C[C@@H]1CC[C@@H](NC(=O)Cc2ccccn2)[C@H](CO)O1)NCCc1ccncc1 returned GSIS activator -6, esBAF inh -8, XiGFP reactiv -0.2 and F508del corr -1.5.
COc1ccccc1S(=O)(=O)Nc1ccc2c(c1)C(=O)N(C)C[C@H](OC)[C@H](C)CN[C@@H](C)CO2 was read as RAD54 branch 5, GSIS activator 13, RAD52 anneal inh 0, esBAF inh 0, XiGFP reactiv -0.6, ARNT-TACC3 inh -3 and F508del corr -1.3.
For COc1cc(/C=C\C(=O)Nc2cc(=O)n(C)c(=O)n2C)cc(OC)c1OC the results were GSIS activator 38, ERAP1 inh 1, RAD52 anneal inh -9, XiGFP reactiv -0.1, ARNT-TACC3 inh 6 and F508del corr 4.6.
For O=C(CCc1ccc(Oc2cc([N+](=O)[O-])cc([N+](=O)[O-])c2)cc1)NC1CCCC1 the results were RAD54 branch 15, GSIS activator -3, ERAP1 inh 6, RAD52 anneal inh -9, esBAF inh 0, XiGFP reactiv 0.2, ARNT-TACC3 inh -9 and F508del corr -1.0.

Screens as filed in PubChem.
